Bioassay records from PubChem.
PRMT1 FP inh: blocks human protein arginine methyltransferase 1. inhibition, % at 2.79 µM. recombinant PRMT1, activity-based probe fluorescence polarization. AID 652257. Q99873. 370,000 compounds, 1.3% hits;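 active = inhibition above about 21% made by adding two undisclosed values, limit read from the data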
MBD2 inh: blocks human MBD2 binding to methylated DNA; 370,000 compounds, 0.31% hits; TR-FRET, MBD2 binding to methylated oligonucleotide; AID 686964; inhibition, % at 4.4 µM; in the data active = inhibition above about 13%
rCAG RNA binder: r(CAG) repeat RNA binding | TO-PRO-1 dye displacement fluorescence | inhibition, % at 3 µM | 370,000 compounds, 1.3% hits;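 active = inhibition above the plate cutoff, the mean of all test compounds on that plate plus 3 SD, cut at about 35% in these data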;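 note: 0% = DMSO alone and 100% = 100 µM mitoxantrone as full dye displacement; higher means more dye released from RNA so lower well fluorescence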
PG9 binder: small molecules binding HIV-1 gp120 antibody PG9; TR-FRET gp120-PG9 antibody binding; inhibition, % at 6.7 µM; 360,000 compounds, 0.43% hits; AID 624416; in the data active = inhibition above about 8.5%
NR1D1 modulator: modulates human Rev-erb alpha binding to DNA; P20393; Rev-erbα–FITC-DNA binding, fluorescence polarization, 90 min; activity, % at 10 µM; 370,000 compounds, 0.79% hits;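 active = activity above about 14%, limit read from the data; passing the limit was not always enough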;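 note: 0% = DMSO wells with 35 nM protein and 100% = DMSO wells with 750 nM protein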
TCR CD3 inh: blocks the human TCR-CD3 interaction; 360,000 compounds, 0.37% hits; AID 651800; inhibition, % at 9.4 µM; TAMRA-labeled TCR probe fluorescence, biochemical; in the data active = inhibition above about 19%;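 note: recombinant mutant TCR 2C K166C tagged with TAMRA read by polarization; 0% = receptor in buffer alone and 100% = receptor with positive control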
LEDGF integ inh: blocks HIV-1 LEDGF/p75-dependent DNA integration. TR-FRET IN-LEDGF/p75 DNA integration, Eu/Cy5. 370,000 compounds, 0.64% hits. AID 743269. inhibition, % at 3.7 µM;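 active = inhibition above the screen-wide mean plus 3 SD, cut at about 13% in these data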;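 note: signal is the Cy5 over europium emission ratio at 671 and 618 nm; 0% = plate median of compound wells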
mABHD4 FP: ABHD4 (mouse) inhibition, primary FP screen. Q8VD66. purified mABHD4, FP-Rh probe fluorescence polarization. inhibition, % at 8.92 µM. 370,000 compounds, 0.54% hits;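 active = inhibition exceeding the mean over every tested compound plus 3 SD, cut at about 30% in these data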;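 note: 0% = plate median of compound wells and 100% = S159A mutant with DMSO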
Target sequence (Q8VD66 whole entry, looked up): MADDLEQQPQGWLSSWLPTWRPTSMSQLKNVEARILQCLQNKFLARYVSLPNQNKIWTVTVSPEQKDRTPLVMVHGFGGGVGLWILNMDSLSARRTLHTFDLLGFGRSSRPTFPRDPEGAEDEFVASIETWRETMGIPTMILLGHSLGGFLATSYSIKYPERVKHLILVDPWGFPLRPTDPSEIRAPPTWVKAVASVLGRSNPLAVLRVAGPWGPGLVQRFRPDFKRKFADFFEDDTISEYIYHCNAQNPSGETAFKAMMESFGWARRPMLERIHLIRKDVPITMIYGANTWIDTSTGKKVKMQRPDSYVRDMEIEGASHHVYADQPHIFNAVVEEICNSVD
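Material: mouse ABHD4 enzyme, wild type; Benchmarks: S159A mutant high control, sample median low control; Buffer or medium: HEPES pH 7.0, NaCl, Pluronic buffer; Signal: fluorescence polarization; Read-out: percent inhibition of probe binding, normalized to plate controls; Timing: pre-incubation 45 min, probe exposure 60 min, at 25 °C; Dosing: 8.92 µM, single dose.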
HTRA1 inhibitor: blocks human HTRA1 serine peptidase; 340,000 compounds, 0.5% hits; AID 504803; recombinant HTRA1, FP-rhodamine activity-based probe, fluorescence polarization; inhibition, % at 5.96 µM; in the data active = inhibition above about 36%;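 note: 0% = enzyme with DMSO and 100% = wells lacking enzyme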
UHRF1 MBD2 ctr: blocks human UHRF1 binding to methylated DNA | Q96T88 | UHRF1 binding to methylated oligo, TR-FRET | inhibition, % at 4.4 µM | 370,000 compounds, 0.75% hits | AID 687016; in the data active = inhibition above about 21%;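 note: UHRF1 SRA domain binding a hemimethylated CpG hairpin DNA probe; 0% = median of test compound wells and 100% = reference inhibitor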
Target sequence (Q96T88 whole entry, looked up, the tested form may be a part): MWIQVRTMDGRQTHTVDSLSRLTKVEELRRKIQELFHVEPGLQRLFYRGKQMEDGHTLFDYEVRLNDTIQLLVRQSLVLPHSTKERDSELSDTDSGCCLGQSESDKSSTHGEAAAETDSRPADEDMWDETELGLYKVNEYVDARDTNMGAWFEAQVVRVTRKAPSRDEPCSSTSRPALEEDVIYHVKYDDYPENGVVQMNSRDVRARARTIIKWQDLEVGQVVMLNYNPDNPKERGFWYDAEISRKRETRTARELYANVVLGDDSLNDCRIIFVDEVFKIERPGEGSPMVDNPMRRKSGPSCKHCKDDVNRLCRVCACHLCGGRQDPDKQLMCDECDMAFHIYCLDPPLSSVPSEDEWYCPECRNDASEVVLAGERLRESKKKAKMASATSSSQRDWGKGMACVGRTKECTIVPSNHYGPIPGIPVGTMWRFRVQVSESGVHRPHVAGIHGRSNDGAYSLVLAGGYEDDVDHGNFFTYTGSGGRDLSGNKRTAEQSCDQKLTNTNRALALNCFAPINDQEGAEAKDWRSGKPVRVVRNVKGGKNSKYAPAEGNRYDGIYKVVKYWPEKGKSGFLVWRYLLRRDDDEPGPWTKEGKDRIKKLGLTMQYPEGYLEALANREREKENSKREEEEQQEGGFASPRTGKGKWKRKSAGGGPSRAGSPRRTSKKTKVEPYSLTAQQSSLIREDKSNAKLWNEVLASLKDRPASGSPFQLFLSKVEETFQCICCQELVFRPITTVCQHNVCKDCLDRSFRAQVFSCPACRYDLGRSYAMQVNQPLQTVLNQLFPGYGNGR
The depositor's hits bear a star; x = no result given. These rows are one share of the data; rates above refer to the full screens.

SMILES | PRMT1 FP inh | MBD2 inh | rCAG RNA binder | PG9 binder | NR1D1 modulator | TCR CD3 inh | LEDGF integ inh | mABHD4 FP | HTRA1 inhibitor | UHRF1 MBD2 ctr
CC1(C)CN=C(N(C(=O)Nc2ccccc2)c2ccccc2F)S1 | 3 | 12 | -2 | -0.1 | 6 | 0 | 3 | 4 | x | 3
C[C@@H](CN1C2=NC[C@@H](Cc3ccccc3)N2C[C@H]1Cc1ccc(O)cc1)NC(=O)CCC1CCCCC1 | 1 | 1 | 11 | -0.9 | -3 | -8 | -3 | 6 | x | 0
CC(=O)Nc1c(OC(C)=O)ccc2c(C)cc(=O)oc12 | -3 | 2 | 0 | -0.4 | 10 | -4 | -2 | 5 | 5 | -1
CCOc1ccccc1-n1c(=S)sc2c(=O)n(-c3ccccc3)c(=S)[nH]c21 | 78* | -2 | 6 | -0.7 | 4 | 6 | -1 | 1 | -3 | -1
CCS(=O)(=O)N1N=C(c2cccs2)CC1c1cc2cc(C)ccc2nc1Cl (configuration not stated) | 1 | 3 | 7 | -1.6 | 1 | 6 | -3 | -3 | -5 | 10
Cc1ccc(NS(=O)(=O)c2c(C)[nH]c(C)c2C(=O)N2CCCC2)cc1 | 4 | 5 | -1 | -1.1 | 1 | -5 | -8 | -12 | -1 | 0
CC1(C)N=C(N)N=C(N)N1c1cccc(CN)c1 | 4 | 3 | -1 | 0.2 | 3 | -6 | -1 | 3 | 2 | 1
O=C(CCc1nc2ccccc2c(=O)[nH]1)Nc1nc(-c2cccs2)cs1 | 4 | 4 | 13 | -4.1 | -2 | -4 | -4 | -25 | -10 | 1
CC1CC(C)CN(S(=O)(=O)c2cc3c4c(c2)CCC(=O)N4CCC3)C1 (configuration not stated) | 3 | 7 | -6 | 1.6 | 1 | 0 | 0 | -6 | 1 | 2
CCCCN1CCN(C(=O)c2cn(C(C)c3ccccc3)nn2)CC1 (configuration not stated) | -5 | 1 | 0 | x | -1 | x | 4 | -1 | x | 0
CCOC(=O)N1CCN(C(c2ccc(Cl)cc2)c2sc3nc(C)nn3c2O)CC1 (configuration not stated) | -3 | 0 | 0 | 1.2 | -3 | -1 | -1 | -2 | 2 | -1
CCS(=O)(=O)C1=NN2C(=N)/C(=C\c3ccc(OC(=O)c4ccco4)cc3)C(=O)N=C2S1 | 1 | -3 | 24 | 0.8 | 8 | 10 | 1 | 1 | 1 | 0
COc1ccc(C(C)(O)c2nc(-c3cccs3)cs2)cc1 (configuration not stated) | 2 | -7 | 2 | -1.0 | 3 | 1 | 4 | -1 | x | 1
O=C(CCCCn1c(=O)[nH]c2ccsc2c1=O)NCc1ccc2c(c1)OCO2 | -4 | -1 | 0 | 0.4 | 4 | 2 | 0 | 4 | 1 | 0
O=C(O)c1ccc(Cl)c(NC(=O)C2CCN(S(=O)(=O)c3cccs3)CC2)c1 | 6 | 0 | 6 | 0.3 | -2 | -6 | 4 | -8 | 6 | 5

Results in PRMT1 FP inh and LEDGF integ inh, for some of the entries so far:
smiles | PRMT1 FP inh | LEDGF integ inh
CCCCN1CCN(C(=O)c2cn(C(C)c3ccccc3)nn2)CC1 (configuration not stated) | -5 | 4
CC(=O)Nc1c(OC(C)=O)ccc2c(C)cc(=O)oc12 | -3 | -2

The list continues.
SMILES | PRMT1 FP inh | MBD2 inh | rCAG RNA binder | PG9 binder | NR1D1 modulator | TCR CD3 inh | LEDGF integ inh | mABHD4 FP | HTRA1 inhibitor | UHRF1 MBD2 ctr
O=C(CSc1ccc(-c2ccccn2)nn1)NCc1ccc(Cl)cc1 | -3 | -5 | -5 | 0.9 | 8 | -1 | -3 | -2 | 20 | -3
CCN(CC)c1ccc(-n2cc3c(=O)n(C)c(=O)n(C)c3c2)cc1 | 0 | 0 | -2 | -4.5 | 2 | 0 | -4 | 10 | 2 | -4
CCC1CCC2(CC1)NC(=O)N(CC(=O)c1c(C)[nH]c3ccccc13)C2=O (configuration not stated) | -3 | -2 | 10 | -2.5 | 1 | -2 | 2 | -15 | -27 | -2
Cc1ccc(C)c(C(=O)OCC(=O)N(C)c2ccccc2)c1 | 3 | 2 | -7 | 2.2 | 0 | -2 | -7 | -5 | -1 | 1
CC(=O)/C(=C/N(C)C)C(=O)Nc1ccc(Cl)cc1Cl | 3 | -5 | 8 | -2.5 | -5 | 1 | 0 | -5 | -8 | 3
O=C1C(=O)N(Cc2ccco2)C(c2cccc(Cl)c2)/C1=C(\O)c1ccc2c(c1)OCCO2 (configuration not stated) | -3 | -1 | 30 | 4.8 | 3 | 3 | 0 | -3 | -5 | -4
COc1ccc(CC(N)c2csc(NC(=O)Nc3ccc(C(C)C)cc3)n2)cc1 (configuration not stated) | -3 | 1 | 31 | -0.7 | 7 | -5 | 1 | 22 | x | -1
CCOc1cc(C(=O)Nc2cc(C(=O)OC)ccc2C)ccc1OCC(=O)N1CCOCC1 | -2 | -3 | -2 | -2.1 | 2 | 4 | 0 | 6 | 2 | 0
Cc1nn2c(=O)cc(CSc3ccccc3NC(=O)c3ccccc3)nc2s1 | 1 | 1 | -1 | -0.5 | -1 | -1 | -1 | 6 | -1 | -2
C=CCOc1ccc(C2NC(=S)NC(C)=C2C(=O)c2ccccc2)cc1OC (configuration not stated) | 4 | 2 | 4 | 1.6 | 3 | -4 | -2 | -10 | -20 | -1
CCCCCCc1cc2cc(-c3nnc(-c4cccc(OC)c4)o3)c(=O)oc2cc1O | -3 | 0 | 1 | 0.8 | 1 | -1 | 1 | 6 | x | -4
CN1CCCN(C(=O)c2cccc(Cl)c2)CC1 | -5 | -7 | 2 | -1.8 | 2 | 6 | 1 | -1 | 3 | -2
O=S1(=O)N=C(N(Cc2cccs2)c2ccc(O)cc2)c2ccccc21 | -4 | -6 | 1 | 0.0 | -8 | 7 | 1 | -2 | 9 | -2
COc1ccc(NC(=O)NC[C@@H]2CC[C@@H](Cc3ccc(-c4ccccc4)cc3)O2)cc1 | -6 | -6 | 5 | 0.7 | -3 | 5 | 4 | -1 | -7 | 0
Cc1cc(NC(=O)CSc2nnc(-c3ccccc3)n2Cc2ccco2)no1 | 0 | 5 | -4 | -0.7 | -3 | 6 | 1 | -5 | -7 | 3
COc1cc(C(=O)OCc2cc3ccccc3[nH]c2=O)cc(OC)c1OC | -5 | -1 | 1 | -0.7 | 45* | 2 | 0 | 0 | 3 | -2
CC(Oc1ccc(Cl)cc1Cl)C(=O)Nc1ncccn1 (configuration not stated) | -2 | -3 | -2 | -1.8 | 2 | 0 | 1 | 6 | 1 | 1
C/C(=N/NC(=O)c1nnn(-c2nonc2N)c1COc1ccccc1)c1ccc(O)cc1 | 6 | 3 | 5 | 0.4 | -7 | -5 | 0 | 3 | -8 | -1
CN1CCC(CN)(N2CCN(c3ccccc3)CC2)CC1 | -3 | 1 | 2 | -0.9 | 5 | 1 | 7 | -7 | 11 | -1
Cc1c(O)ccc(/C=N/Nc2ncccc2[N+](=O)[O-])c1O | 0 | 0 | 1 | -5.3 | -7 | -14 | -4 | 27 | 11 | -3
Cc1ccc(C)c(OCCn2nnc3ccccc32)c1 | -3 | 4 | 2 | 0.1 | 12 | 6 | 3 | -3 | -13 | -2
C[C@@H]1CN([C@H](C)CO)S(=O)(=O)c2ccc(C#Cc3ccccc3F)cc2O[C@@H]1CN(C)C(=O)Cc1ccccc1 | -2 | -2 | 9 | -1.6 | -7 | 0 | 2 | -22 | -98 | 9
COc1cc(C(=O)O)ccc1Cl | -1 | -3 | -2 | -0.6 | -7 | 5 | -2 | 1 | -5 | -1
CCOC(=O)C1CCN(CCC(=O)Nc2cccc(Cl)c2C)CC1 | 1 | 1 | -7 | 0.9 | 5 | -7 | -4 | 0 | 2 | 4
COc1ccc(-c2nc3c(Cl)cc(C(F)(F)F)cn3c2Cc2ccccc2C(F)(F)F)cc1OC | 1 | 7 | 7 | -0.3 | 9 | -5 | -4 | -3 | x | 5
COc1ccc(Cc2nnc(SCC(=O)Nc3ccc(C)cc3C)[nH]c2=O)cc1 | 1 | 3 | 25 | 1.2 | -2 | 0 | 1 | 5 | -2 | 0
O=C(/C(C=Nc1cc2c(oc1=O)CCCC2=O)=C(\O)c1ccccc1)c1ccccc1 | 4 | 1 | 5 | -1.1 | -1 | 2 | 2 | 4 | 11 | 0
CC(CN(C)Cc1ccccc1)OC(=O)c1cccc(F)c1 (configuration not stated) | 2 | 0 | -9 | -2.4 | -5 | 1 | -3 | 6 | -1 | -2
CCCCN(c1ccccc1)S(=O)(=O)N(C)C | -1 | 5 | -4 | -0.5 | 5 | 8 | 1 | 0 | x | 2
COc1ccc(N/C=C/C(=O)C(C)(C)C)cc1 | 3 | 2 | 0 | -2.0 | 4 | -5 | -6 | -2 | 5 | 3

Records above that bear a hit mark in PRMT1 FP inh.
SMILES	PRMT1 FP inh	MBD2 inh	PG9 binder	NR1D1 modulator	TCR CD3 inh	LEDGF integ inh	HTRA1 inhibitor	UHRF1 MBD2 ctr
CCOc1ccccc1-n1c(=S)sc2c(=O)n(-c3ccccc3)c(=S)[nH]c21	78*	-2	-0.7	4	6	-1	-3	-1

(next part)
SMILES | PRMT1 FP inh | MBD2 inh | rCAG RNA binder | PG9 binder | NR1D1 modulator | TCR CD3 inh | LEDGF integ inh | mABHD4 FP | HTRA1 inhibitor | UHRF1 MBD2 ctr
CCC(=O)Nc1ccc(Nc2nc(C)c([N+](=O)[O-])c(Nc3ccc(NC(=O)CC)cc3)n2)cc1 | 2 | 0 | 1 | -1.9 | -5 | -3 | 1 | 3 | 10 | -1
Cc1nn(CC(=O)NCCN2CCCCC2C)c(=O)c2cc(-c3ccccc3)nn12 (configuration not stated) | 2 | 2 | -2 | -3.0 | -3 | -7 | 2 | 1 | 5 | -3
Nn1c(SCC(=O)N2CCOCC2)nnc1-c1ccc(Cl)cc1Cl | 0 | -2 | 1 | -1.8 | -3 | -1 | -2 | 1 | -1 | 2
COc1ccc([N+](=O)[O-])cc1NC(=O)COC(C)=O | 9 | 4 | -2 | 1.0 | -4 | -11 | -3 | -14 | 0 | 1
COc1ccc(-c2nc(CN3CCC(C(=O)NCC4CCCO4)CC3)c(C)o2)cc1OC (configuration not stated) | 3 | -2 | -5 | 1.9 | -1 | 1 | 2 | -2 | 3 | -1
CCOC(=O)c1sc(=NC(=O)COc2ccc(Cl)cc2)n(C)c1C | -1 | 3 | -1 | 0.8 | 7 | 6 | 5 | -6 | 10 | -1
COc1ccc(N(CC(=O)Nc2cccc(C(F)(F)F)c2)S(=O)(=O)c2c(C)[nH]c(=O)[nH]c2=O)cc1 | 1 | -3 | 37* | 0.0 | 3 | 4 | 1 | 3 | -8 | -1
Cc1nnc(N2C(=O)C(O)=C(C(=O)c3ccco3)C2c2cccc([N+](=O)[O-])c2)s1 (configuration not stated) | 4 | 2 | 4 | -1.1 | 6 | 5 | -1 | 0 | -2 | 2
CC(C)c1cc(N2CCC(=O)NC2=O)cc(C(=O)O)c1O | 0 | -3 | 1 | -2.6 | -2 | -9 | -2 | 0 | 1 | -1
CC(C)(C)c1ccc(S(=O)(=O)NC(=O)C2(C)CCN2C(=O)Cc2ccc(Cl)cc2Cl)cc1 (configuration not stated) | 1 | -2 | 19 | 0.8 | 8 | -1 | 0 | 6 | x | 3
C=CCn1c(-c2cccnc2Cl)nc2cc(Cl)c(Cl)cc21 | 4 | 8 | 1 | 4.0 | 4 | -1 | 4 | -19 | -14 | 4
COc1ccc(CNC(=O)[C@H](NC(=O)C2CCN(C(=O)[C@@H](N)CCSC)CC2)C(C)C)cc1 | 2 | -3 | -6 | -1.2 | -3 | 4 | 2 | -4 | -5 | 0
COc1cccc(-c2nc3sc4c(c3c(=O)[nH]2)CCCCC4)c1 | -1 | 1 | -1 | -1.3 | 26* | 7 | 1 | 0 | 2 | -2
